# High-throughput results from PubChem BioAssay.
# PfM18AAP inh – PfM18AAP enzyme inhibition | inhibition, % at 7.35 µM | 1.2% of 290,000 active | recombinant PfM18AAP, H-Glu-NHMec fluorogenic cleavage;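 active = inhibition above the campaign mean inhibition over all tested compounds plus 3 SD, cut at about 28% in these data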;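 note: 0% = plate median of test compound wells and 100% = 2 mM ZnCl2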
# DNA FID counter – counter-screen for HCV NS3 helicase inhibitors: DNA intercalator displacement. DNA fluorescent intercalator displacement, fluorescence. inhibition, % at 7.9 µM. 0.17% of 290,000 active; in the data active = inhibition above about 37%;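 note: 0% = vehicle and 100% = reference compound; higher means more ethidium bromide displaced from hairpin DNA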
# MEKK2 WT-MEK5 – raises or lowers MEK5 binding to wildtype human MEKK2 PB1 domain; Q9Y2U5; bead flow cytometry, Alexa488-MEK5 binding to MEKK2 WT; actives lie on both sides; binding response (% of control), % at 10 µM; 1.1% of 290,000 active; in the data active = binding response below about 67% or above about 130%
# OXTR ag – activates the human oxytocin receptor | CHO-OTR cells, Fluo-8 calcium fluorescence; normalized: DMSO 0%, oxytocin 100% | activation, % at 3 µM | 0.32% of 320,000 active;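 active = activation above the mean of all tested compounds plus 3 SD, cutoff set per screening run, cut at about 20% in these data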;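 note: peak over basal fluorescence ratio from a 100 s FLIPR kinetic read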
# Target sequence (P30559 whole entry, looked up): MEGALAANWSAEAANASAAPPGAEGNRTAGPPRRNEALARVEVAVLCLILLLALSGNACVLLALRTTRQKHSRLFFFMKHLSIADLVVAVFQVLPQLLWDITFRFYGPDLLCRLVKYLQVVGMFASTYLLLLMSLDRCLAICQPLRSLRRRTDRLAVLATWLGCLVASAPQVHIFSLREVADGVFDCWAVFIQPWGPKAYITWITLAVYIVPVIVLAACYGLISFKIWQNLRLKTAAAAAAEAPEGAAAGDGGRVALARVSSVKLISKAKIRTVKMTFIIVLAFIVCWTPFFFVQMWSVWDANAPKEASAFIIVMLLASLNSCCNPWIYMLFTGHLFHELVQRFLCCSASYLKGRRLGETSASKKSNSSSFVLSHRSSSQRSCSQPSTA
# GPR7 antag – blocks human GPR7 receptor signaling; P48145; GPR7-expressing cells, fluorescence antagonist assay; inhibition, % at 4.4 µM; 1.1% of 290,000 active; AID 1861; in the data active = inhibition above about 16%, passing the limit was not always enough;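 note: cells stimulated with the agonist NPW; 0% = agonist with vehicle and 100% = vehicle without agonist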
# Target sequence (P48145 whole entry, looked up): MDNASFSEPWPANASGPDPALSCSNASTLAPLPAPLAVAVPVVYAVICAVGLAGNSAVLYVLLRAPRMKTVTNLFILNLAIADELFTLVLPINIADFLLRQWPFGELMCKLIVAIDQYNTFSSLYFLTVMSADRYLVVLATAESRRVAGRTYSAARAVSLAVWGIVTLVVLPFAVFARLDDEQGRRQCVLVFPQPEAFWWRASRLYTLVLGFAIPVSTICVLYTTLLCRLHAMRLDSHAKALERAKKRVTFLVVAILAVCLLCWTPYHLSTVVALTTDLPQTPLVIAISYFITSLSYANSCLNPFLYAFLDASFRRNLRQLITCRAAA
# MEKK3 PB1 HTS – raises or lowers MEK5 binding to the human MEKK3 PB1 domain | 1.4% of 290,000 active | AID 1529 | Q99759 | binding response (% of control), % at 10 µM | bead-based flow cytometry, Alexa488-MEK5 binding to MEKK3; actives lie on both sides; 0 = blocked by unlabeled MEK5, 100 = vehicle;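 active = binding response more than 3 SD above or below the average of its plate-row segment, actives on both sides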;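 note: Alexa488 bead fluorescence after subtracting the streptavidin-only scavenger bead signal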
# NALP1 inh – blocks the NALP1 inflammasome reconstituted in yeast | S. cerevisiae NALP1/ASC/caspase-1 growth, X-gal OD620, 72 h | inhibition, % at 10 µM | 0.61% of 280,000 active; in the data active = inhibition mostly above about 24%, no sharp cut-off; inactive = mostly below about 32%; note: some compounds called inactive have numbers as strong as hits
# PHOSPHO1 block – PHOSPHO1 (human) inhibition. Q8TCT1. recombinant PHOSPHO1, absorbance phosphatase assay. inhibition, % at 13.3 µM. 1.1% of 290,000 active. AID 1565; in the data active = inhibition above about 60%
# Target sequence (Q8TCT1 whole entry, looked up): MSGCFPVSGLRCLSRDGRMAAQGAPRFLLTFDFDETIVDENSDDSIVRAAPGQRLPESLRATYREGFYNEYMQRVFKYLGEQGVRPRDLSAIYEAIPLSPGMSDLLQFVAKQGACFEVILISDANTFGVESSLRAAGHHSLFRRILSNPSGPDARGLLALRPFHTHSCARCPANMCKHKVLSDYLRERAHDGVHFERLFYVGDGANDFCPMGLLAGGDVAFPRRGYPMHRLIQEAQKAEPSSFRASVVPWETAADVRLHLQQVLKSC
# MEKK2mut PB1 HTS – signal of MEK5 binding to mutant human MEKK2 PB1 domain; percent response, % at 10 µM; bead flow cytometry, Alexa488-MEK5 binding to MEKK2 mutant; 0.35% of 290,000 active; in the data active = percent response above about 24%, passing the limit was not always enough; note: inactives centre near 1; some results filed as inactive read as strong as hits; reference of the scale not given here
# The depositor's hits bear a star; . = no result given; & = joins results of further samples.
SMILES,PfM18AAP inh,DNA FID counter,MEKK2 WT-MEK5,OXTR ag,GPR7 antag,MEKK3 PB1 HTS,NALP1 inh,PHOSPHO1 block,MEKK2mut PB1 HTS
Cc1ccc(Cn2c(SCC(=O)Nc3cc(C)on3)nc3ccccc3c2=O)cc1,0,2,102,-0.8,0,103,-6,-3,2
COc1cccc(N2CC(C)Cn3c2nc2c3c(=O)n(CCN3CCOCC3)c(=O)n2C)c1 (configuration not stated),-4,-13,104,-2.4,-7,100,-58,-1,-3
COc1ccc(NC(C#N)c2ccccc2OCc2ccccc2)cc1 (configuration not stated),-7,2,97,-2.5,-6,98,34,-14,12
O=C(NCCc1csc(-c2ccccc2)n1)c1c(F)cccc1Cl,2,-29,91,1.2,-2,95,13,4,-7
CC(C)(C)c1cc(CCC(=O)NNC(=S)NC(=O)c2ccccc2)cc(C(C)(C)C)c1O,29*,-13,96,58*,-3,98,13,5,-3
O=C(NCc1cccnc1)C(=O)NCC1OCCN1S(=O)(=O)c1ccc(F)cc1 (configuration not stated),3,-6,82,0.2,5,77,11,-1,9
CCOc1ccc(NC(=O)CC2C(=O)Nc3ccccc3N2C(=O)c2ccccc2)cc1 (configuration not stated),-8,-26,89,-1.1,-2,104,2,32,-8
COc1ccc(OC)c(-c2csc(N(Cc3ccco3)C(=O)c3ccco3)n2)c1,1,-5,92,-0.5,-5,106,-11,-3,-9
COc1ccc(N2CCN(C(=O)CSc3nnc4nc(C)cc(C)n34)CC2)cc1,-1,-16,98,-1.1,-4,98,.,.,3
c1nnc2c3c4c(sc3ncn12)CCCC4,2,6,105,.,-6,106,31,-3,6
O=C(NCCC1=CCCCC1)C1CCCN(S(=O)(=O)c2cccnc2)C1 (configuration not stated),1,-18,78,-1.5,-9,77,12,-11,-7
CCOC(=O)c1c(CN2CCN(CC#N)CC2)n(C)c2cc(Br)c(OC)cc12,7,-8,105,0.9,35,105,19,.,2

# Five compounds out of the list above, arranged by the number in MEKK2 WT-MEK5, highest first:
structure	PfM18AAP inh	MEKK2 WT-MEK5	GPR7 antag	MEKK3 PB1 HTS	NALP1 inh	PHOSPHO1 block	MEKK2mut PB1 HTS
COc1cccc(N2CC(C)Cn3c2nc2c3c(=O)n(CCN3CCOCC3)c(=O)n2C)c1 (configuration not stated)	-4	104	-7	100	-58	-1	-3
Cc1ccc(Cn2c(SCC(=O)Nc3cc(C)on3)nc3ccccc3c2=O)cc1	0	102	0	103	-6	-3	2
COc1ccc(N2CCN(C(=O)CSc3nnc4nc(C)cc(C)n34)CC2)cc1	-1	98	-4	98	.	.	3
COc1ccc(NC(C#N)c2ccccc2OCc2ccccc2)cc1 (configuration not stated)	-7	97	-6	98	34	-14	12
O=C(NCCc1csc(-c2ccccc2)n1)c1c(F)cccc1Cl	2	91	-2	95	13	4	-7

# More entries:
SMILES,PfM18AAP inh,DNA FID counter,MEKK2 WT-MEK5,OXTR ag,GPR7 antag,MEKK3 PB1 HTS,NALP1 inh,PHOSPHO1 block,MEKK2mut PB1 HTS
O=C(Nc1cc(S(=O)(=O)N2CCCCC2)ccc1Cl)c1ccccc1NS(=O)(=O)c1ccc(F)cc1,2,-34,91,10,-8,97,23,16,-1
COc1ccc(S(=O)(=O)N(CCc2ccccc2)CC(=O)N2CCOCC2)cc1,-9,-19,96,-0.2,6,100,-6,50,-2
Cc1cc(=O)[nH]c(SCC(=O)C23CC4CC(CC(C4)C2)C3)c1C#N,11,-4,106,17,8,106,-23,0,1
COc1cc(CN(C2CCCCC2C)S(=O)(=O)c2ccc(S(=O)(=O)NC3CC3)cc2)cc(OC)c1OC (configuration not stated),-1,-24,114,-1.5,4,111,-37,-1,-2
COc1cc(C(CCN2CCN(c3ccccc3)CC2)c2c(OC)cc(OC)c3c(C)cc(=O)oc23)cc(OC)c1OC (configuration not stated),.,.,101,-1.1,.,108,26,22,12
CC1CCC(NC(=O)C2CCN(S(=O)(=O)c3cccc4nonc34)CC2)CC1 (configuration not stated),1,-15,97,-0.3,-6,100,10,32,-1
O=C(CNC(=O)C(c1ccccc1)c1ccccc1)N/N=C/c1ccc(O)cc1O,17,-11,96,8.8,13,98,-21,28,-1
NCCCC[C@@H](C(=O)N1CCNCC1)n1cc([C@@H](N)CO)nn1,4,30,106,0.1,-17,105,-2,39,8
Cc1cc(=O)[nH]c(SCC(=O)N2CCN(C(c3ccccc3)c3ccccc3)CC2)n1,3,7,101,-0.7,-2,101,3,2,1
CN(CC(=O)NCc1ccncc1)S(=O)(=O)c1ccc(Br)cc1,-3,0,101,-0.1,-14,102,5,46,5
COc1ccc(S(=O)(=O)N2CCC(C(=O)Nc3nccs3)CC2)cc1,2,-14,109,0.6,2,104,21,20,5
O=C(O)C1CC1c1ccc(Br)cc1 (configuration not stated),7,6,89,0.6,-7,89,18,11,-2
COc1cccc(CNC(=O)CCCCCn2c(=S)[nH]c3ccc(N4CCOCC4)cc3c2=O)c1,-3,-1,105,-1.0,-3,130*,11,6,-1
Cc1ccc(C(=O)/C=C/c2cn(CN3CCN(C)CC3)c3ccccc23)cc1,7,-2,141,1.1,10,99,-9,10,7
COc1cccc(C(=O)N2CCC(n3nccc3NC(=O)C(OC)c3ccccc3)CC2)c1 (configuration not stated),0,11,103,-0.1,-13,103,6,53,8
CCOc1cc(N2CCOCC2)c(OCC)cc1NC(C)C(=O)N1CCN(CC)CC1 (configuration not stated),17,4,106,.,-4,97,-14,23,2
OC1(c2cccc(C(F)(F)F)c2)CCN(Cc2nnnn2CCc2ccccc2)CC1,0,-27,99,0.2,2,90,1,15,14
c1ccc(CN2CCC(Nc3nc(-c4cccnc4)nc4ccccc34)CC2)cc1,5,22,144*,-0.5,-15,102,1,15,16
CCCCCCCN(C(=O)CCl)c1cccc(C)c1,2,-2,103,-2.6,0,127,26,-6,-1
CCOc1cc(N2CCOCC2)c(OCC)cc1NC(=O)Cc1cccc2ccccc12,4,-12,105,-2.1,-4,104,22,35,3
CC(=O)NC(=O)NC1OC(=O)C(Cl)=C1Cl (configuration not stated),-6,4,89,-0.1,-2,87,-3,-10,-3
Cc1ccc(C(=O)Nc2ccccc2C(=O)N2CCCCCC2)cc1,1,-15,94,-3.1,-17,101,-7,27,-2
Cc1cc(C)c(NC(=O)Cn2c([N+](=O)[O-])cnc2C)c(C)c1,-7,-1,107,-0.1,-7,101,.,2,3
COCCN(C(=S)Nc1ccc(C)cc1C)C(C)c1ccco1 (configuration not stated),-6,-2,48,-0.5,11,52,-8,11,-14
O=C(N/N=C/c1ccccc1C(F)(F)F)c1ccc2nc[nH]c2c1,4,-7,89,0.7,-9,93,4,4,-13
Cc1cc(C)c(N2C(=NC(=O)CCCC(=O)O)SC3CS(=O)(=O)CC32)c(C)c1 (configuration not stated),-8,-1,103,1.7,-3,99,4,1,0
CCc1nc2ccccc2n1CCc1ccccc1,1,2,103,0.2,22,97,12,-5,-3
Cc1ccc2c(Cl)cc(Cl)c(OCC(=O)Nc3cccc(S(N)(=O)=O)c3)c2n1,-1,-22,101,1.2,-4,102,24,4,0
COC(=O)Cn1c(C)c(C(C)=O)c(C(C)=O)c1C,-5,1,102,0.8,-6,102,23,23,4
CS(=O)(=O)N(CC(=O)N1CCCC1)c1ccc(Cl)cc1Cl,-5,-9,96,0.1,6,98,-8,9,-4
CC(Sc1ccc2ccccc2n1)C(=O)O (configuration not stated),2&3,-6&-1,.,.,-12&-11,.,-9&1,26&10,.
O=C(C1CCCN1C(=O)c1cccs1)N1CCc2ccccc21 (configuration not stated),-12,-3,99,-2.4,-5,99,20,12,2
COc1ccc(NC(=O)c2ccc3ccccc3c2)cc1,-4,-10,92,-1.3,14,99,25,25,-1
O=C1CC2(CCCCCC2)Oc2ccccc21,.,.,102,-1.6,.,107,.,.,3
O=C(CN1C(=O)C2C3C=CC(C3)C2C1=O)NCCc1ccccc1 (configuration not stated),1,1,87,0.6,3,92,76,18,-7
O=C(O)c1cnn(-c2ccccc2)c1-n1cccc1,-7,4,104,0.1,2,100,11,6,7
COc1ccc(NS(=O)(=O)c2ccc(Br)cc2)cn1,-4,-5,97,2.8,-2,103,4,6,0
O=C(/C=C/c1ccc(Cl)cc1)Nc1ccc(Br)cn1,6,-5,103,0.1,-4,107,4,11,8
CCN(C(=S)Nc1ccc(C(C)=O)cc1)C1CCCCC1,9,-3,93,0.6,-6,91,13,32,-2
CC(C)(C)C1=C(C#N)C(c2cc3c(cc2Br)OCO3)C(C#N)=C(N)O1 (configuration not stated),.,.,98,0.3,.,103,13,7,5
O=C(Cn1cnc2sc(-c3ccccc3)cc2c1=O)NCc1ccco1,15,-5,88,-0.6,-2,76,28,41,-17
C/C(Sc1nnc(Cc2ccccc2)o1)=C(/O)c1ccccc1,2,-6,99,1.0,-9,99,-2,-13,-1
COc1cc(OC)cc(C(=O)NCc2cc(C)nc3ccccc23)c1,0,-6,96,1.9,-18,93,12,24,-5
CN(C)S(=O)(=O)c1ccc(C(=O)/C=C/c2cccnc2)cc1,11,-6,95,-0.3,5,96,-3,23,-5
CCc1ccc(-c2ccc(C(=O)C(F)(F)F)[nH]2)cc1,-12,1,98,-1.3,-8,98,-7,54,3
O=C(O)CONC(=O)c1cc(OCC(F)(F)F)ccc1OCC(F)(F)F,2,6,110,4.4,-16,117,3,22,6
CCCn1c(C(O)c2ccc(OCC)cc2)nc2ccccc21 (configuration not stated),1,-15,100,-1.2,-13,98,-9,-2,-5
Cc1ccc(S(=O)(=O)c2cnc(-c3ccccc3)nc2Oc2ccccc2)cc1,-18,-1,100,.,7,99,6,-9,0
O=C(Nc1ccccc1)C1CCN(c2nccs2)CC1,-14,0,102,-1.4,2,103,19,43,3
CSCCC(NS(=O)(=O)c1ccc(Cl)cc1)C(=O)OCC(=O)NC1CC1 (configuration not stated),3,-9,.,0.7,3,.,-12,24,.
COc1ccc(N(CC2CO2)S(=O)(=O)c2ccc(C)cc2)cc1 (configuration not stated),4,-17,95,0.3,2,97,31,12,-5
CCc1cccc(NC(=O)C2CCCN2S(=O)(=O)c2ccc3c(c2)CC(C)N3C(C)=O)c1 (configuration not stated),2,-39,101,0.6,1,99,17,39,-1
COc1ccc(/C=C/C(=O)C2(O)CCCCC2)cc1,-10,-4,98,-1.3,-8,99,16,8,-2
Cc1ccc2c(c1)N(C(=O)CCC(=O)N1CCN(c3ccccc3)CC1)CCO2,3,-40,97,-0.4,-6,99,0,20,1
CCOc1ccc(C2CC(c3cccc(Cl)c3)n3nc(N)nc3N2)cc1 (configuration not stated),5,-25,101,1.8,-2,97,11,-1,-2
O=C1N/C(=N\N=C\c2cccs2)SC1Cc1ccc(Cl)cc1Cl (configuration not stated),-8,-1,102,-0.7,0,99,18,6,17
CCOC(=O)c1cc2sccc2n1CC(=O)N1CCCc2ccccc21,8,-26,94,-1.8,-4,98,10,20,-2
COc1ccc(/C=N/NC(=S)Nc2ccccc2)cc1COc1ccc(Br)cc1,-3,-8,104,0.8,-11,115,.,10,4
CC(=O)c1ccc(C(=O)Nc2ccc(N3CCOCC3)cc2)cc1,1,-4,94,0.9,-16,98,17,-2,5
CCc1ccc(OC(C)C(=O)Nc2ccc(S(=O)(=O)Nc3nccs3)cc2)cc1 (configuration not stated),-6,-39,97,20*,11,100,6,11,5

# Just PfM18AAP inh, for some of the entries so far:
Compound,PfM18AAP inh
Cc1ccc2c(c1)N(C(=O)CCC(=O)N1CCN(c3ccccc3)CC1)CCO2,3
CCOc1ccc(C2CC(c3cccc(Cl)c3)n3nc(N)nc3N2)cc1 (configuration not stated),5
